HIF activator: HIF pathway transcriptional activation; activation, % at 7.5 µM (by protocol); U2OS HRE-luciferase reporter, luminescence; normalized: DMSO 0%, desferrioxamine 100%; actives 0.32% (n = 300,000);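 active = mean activation of at least 10% of the iron chelator positive control signal, with at least half of replicates also reaching 10%; inconclusive = mean and replicate majority disagree about reaching 10%; inactive = mean and most replicates under 10%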
KLF5 inh: kruppel-like factor 5 inhibition. DLD-1 KLF5 promoter-luciferase reporter, luminescence. inhibition, % at 5 µM. actives 0.23% (n = 290,000). AID 1700;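 active = inhibition above a per-plate limit of that plate's mean compound inhibition plus 3 SD, cut at about 60% in these data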;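 also: 0% = DMSO wells and 100% = LY294002 at 200 µM; higher means less KLF5 promoter-driven luciferase light; inactives centre near -14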
aSyn 5UTR inh: 5' untranslated region of α-synuclein, MLPCN primary screen; inhibition, % (tested at 7.5 µM); actives 0.82% (n = 300,000); alpha-synuclein 5'UTR reporter, inhibitor activity; in the data active = inhibition above about 60%; inconclusive = no clear call, values can overlap the other calls;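 also: H4 neuroglioblastoma cells stably carrying SNCA 5'UTR luciferase fusion; 0% = DMSO wells and 100% = positive control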
HSF1 activator: increases HSF-1 driven luciferase reporter signal | NIH3T3-HGL HSF-1 luciferase reporter, MG132, 8 h; 100% = twice DMSO control signal | activation, % at 9 µM | actives 1.7% (n = 300,000);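 active = mean replicate activation of at least 50% with a set share of replicates each reaching 50%; inconclusive = only one of those two conditions met; inactive = mean below 50% and too few replicates reaching it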;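 also: 0% = median of the neutral control wells and 100% = twice that signal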
GSK3A inh: human GSK-3 alpha kinase inhibition | ADP-Glo luminescence, 60 min | inhibition, % at 10 µM | actives 0.1% (n = 320,000);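 in the data active = inhibition above about 50%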;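 also: GST-tagged GSK-3 alpha with peptide substrate and 25 µM ATP; 0% = DMSO neutral wells and 100% = GW8510 positive control wells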
Target sequence (P49840 whole entry, looked up): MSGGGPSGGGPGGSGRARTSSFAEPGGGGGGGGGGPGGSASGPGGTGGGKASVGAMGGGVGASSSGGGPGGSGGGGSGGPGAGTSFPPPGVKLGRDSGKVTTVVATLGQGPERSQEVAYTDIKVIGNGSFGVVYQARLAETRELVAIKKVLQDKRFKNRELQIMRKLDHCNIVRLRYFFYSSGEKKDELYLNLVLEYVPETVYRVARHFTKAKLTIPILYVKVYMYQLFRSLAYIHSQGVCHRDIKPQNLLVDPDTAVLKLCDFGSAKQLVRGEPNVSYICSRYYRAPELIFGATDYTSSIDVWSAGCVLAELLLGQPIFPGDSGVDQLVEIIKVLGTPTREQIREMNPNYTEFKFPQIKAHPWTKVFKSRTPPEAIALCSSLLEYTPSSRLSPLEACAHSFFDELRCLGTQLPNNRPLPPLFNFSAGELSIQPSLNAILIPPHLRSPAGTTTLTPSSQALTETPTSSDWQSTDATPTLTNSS
HSF1 inh: HSF1 inhibition. NIH3T3-HGL HSE-luciferase, MG132-induced, luminescence 8 h; hits give low values. activity change, negative = inhibition, % at 7.5 µM (by protocol). actives 0.77% (n = 300,000). AID 2098;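 active = more than half of replicate wells show activity change below -50%, luminescence cut by over half; inconclusive = some wells, but at most half, below -50%; inactive = no replicate well below -50%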;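 also: luciferase reports HSF-1 transcriptional activity via heat shock element; 0% = median of DMSO wells and -100% = zero luminescence signal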
GSK3B inh: human GSK3beta kinase inhibition; actives 0.038% (n = 300,000); GST-GSK3beta kinase, ADP-Glo luminescence, 60 min; hits give low values; P49841; AID 2097; activity score (negative = inhibition), % at 10 µM;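 active = more than half of replicate wells score below -50%, meaning over 50% inhibition versus plate controls; inconclusive = some replicates but at most half score below -50%; inactive = no replicate scores below -50%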;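 also: 0% = median DMSO wells and -100% = median GW8510 positive control wells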
Target sequence (P49841 whole entry, looked up): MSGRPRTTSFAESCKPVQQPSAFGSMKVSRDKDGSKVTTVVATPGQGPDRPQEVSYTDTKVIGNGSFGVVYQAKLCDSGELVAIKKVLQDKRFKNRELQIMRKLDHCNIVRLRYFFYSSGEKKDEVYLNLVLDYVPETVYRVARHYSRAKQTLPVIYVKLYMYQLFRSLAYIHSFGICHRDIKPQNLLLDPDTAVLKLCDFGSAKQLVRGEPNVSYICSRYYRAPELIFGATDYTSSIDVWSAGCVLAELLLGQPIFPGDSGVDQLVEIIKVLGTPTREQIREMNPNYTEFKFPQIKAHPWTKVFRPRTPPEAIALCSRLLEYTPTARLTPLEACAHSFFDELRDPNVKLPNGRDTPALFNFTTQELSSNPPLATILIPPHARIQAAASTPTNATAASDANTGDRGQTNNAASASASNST
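Test system – GST-tagged human GSK3beta kinase, cell-free · Incubation – 60 min enzyme reaction, room temperature · Signal – ADP-Glo luminescence · Also added – peptide substrate and ATP at 25 µM · Controls – DMSO neutral wells and GW8510 at 20 µM as positive · Buffer or medium – Tris/MgCl2 kinase buffer · Measure – Luminescence-derived activity versus plate DMSO and GW8510 wells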
AI-2 QS mod: Vibrio harveyi AI-2 quorum sensing modulation; Vibrio harveyi JMH597 AI-2 luminescence/OD600 ratio, 9 h; hits give low values; strain lacks LuxN and CqsS sensors; 0 = neutral-control median; actives 0.4% (n = 300,000); activity change, % at 7.5 µM; AID 2094; in the data active = activity change below about -75%, passing the limit was not always enough; inconclusive = no clear call, values can overlap the other calls;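 also: luminescence divided by OD600 gain over 9 h not by final OD600 alone; inactives centre near 13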
HSP90 refold inh: inhibitors of HSP90 luciferase refolding in rabbit reticulocyte lysate; AID 1789; inhibition, % at 5.6 µM; actives 0.91% (n = 290,000); luciferase refolding luminescence, 3 h;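 active = inhibition above the screen-wide mean plus 3 SD, computed separately per campaign, cut at about 16% in these data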;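 also: 0% = DMSO wells and 100% = 60 µM geldanamycin wells; inhibitors lower the luminescence because luciferase stays unfolded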
IEC-6 cytotox: IEC-6 cytotoxicity, counter-screen for KLF5 inhibitors; AID 1825; luminescence viability; inhibition, % at 5 µM; actives 0.78% (n = 290,000); in the data active = inhibition above about 22%;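 also: 0% = plate median of test compound wells and 100% = cytotoxic reference compound wells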
* = called active by the depositor; ? = inconclusive; . = not tested or not shown.

SMILES	HIF activator	KLF5 inh	aSyn 5UTR inh	HSF1 activator	GSK3A inh	HSF1 inh	GSK3B inh	AI-2 QS mod	HSP90 refold inh	IEC-6 cytotox
C/C(=N\Nc1nc(N2CCCCC2)nc(N2CCOCC2)n1)c1ccccc1O	-0.2	-1	-45	-4	0	-4	2	32	3	-1
COc1ccc(NC(=O)c2cccc(N3C(=O)c4cccc([N+](=O)[O-])c4C3=O)c2)cc1	0.4	-13	-4	7	-2	5	-28	21	-1	0
CCN(CC)S(=O)(=O)c1ccc(NC(=O)c2cc(=O)[nH]c3ccccc23)cc1	-0.7	6	13	-1	1	-1	.	.	-3	3
CCCCC(CC)C(=O)Nc1cccc(SC)c1 (stereo unspecified)	-0.3	-17	-10	16	-2	1	2	14	-5	1
Cn1cccc1C(=O)OCC(=O)c1cc2ccccc2o1	3.3	-50	-28	11	-3	12	-2	?	0	-6
C/C(=N\Nc1ccc(S(N)(=O)=O)cc1[N+](=O)[O-])c1ccco1	0.1	4	6	5	0	1	-5	10	0	0
COc1ccc(NC(=S)Nc2ccc(S(=O)(=O)N3CCOCC3)cc2)c(OC)c1	-0.4	-10	17	-1	-3	2	2	12	-4	-3
COCCN1C(=O)CC(NNC(=O)c2ccc(S(=O)(=O)N3CCCC3)cc2)C1=O (stereo unspecified)	-0.8	-21	17	3	-2	-5	1	1	-5	0
Cc1cc(C)c2cc(CN(CCN(C)C)C(=O)Nc3ccccc3Cl)c(=O)[nH]c2c1	1.3	1	-5	-60	-1	-50*	5	-3	0	3
NCCCC[C@H](NC(=O)C1CCNCC1)c1nnc([C@@H](N)Cc2ccc(O)cc2)o1	0.4	9	10	-13	2	-4	-2	34	3	-7
Cc1c(C(=O)N2CCCC2)c(S(=O)(=O)N2CCCCC2)c(C)n1C	0.8	-36	-7	14	0	4	-1	9	-3	-8
O=C(NCc1ccco1)c1cccn2c(=O)c3sccc3nc12	1.3	-20	-34	15	.	12	2	2	-2	1
CC(=O)N1N=C(c2ccc([N+](=O)[O-])cc2)CC1c1ccccc1Cl (stereo unspecified)	-0.2	-12	-16	27	3	6	0	5	2	4
COCCN(C(=O)CCC(=O)Nc1cc(C)on1)C(C(=O)NC1CCCC1)c1ccccc1C (stereo unspecified)	0.1	-13	12	8	-2	3	11	-5	3	-2
CCOC(=O)C[N+]1(C)CCN(C(C)=O)CC1	0.4	-12	-10	7	-1	2	7	30	-1	2
O=c1cc(N2CCN(c3ccccc3)CC2)[nH]c(=O)n1C1CCCCC1	-0.6	4	-6	2	-1	-5	1	-6	6	2
COC(=O)c1ccc(Nc2nc(C)cc(C)n2)cc1	-0.3	8	-83	-4	-1	2	3	5	-5	7
CC(C)(C)S(=O)(=O)Cc1nc(-c2ccc(Cl)c(Cl)c2)cs1	1.7	-51	-67	23	-2	0	4	14	-2	-5
Brc1ccc(C2=CC(c3ccco3)n3nnnc3N2)cc1 (stereo unspecified)	0.9	-32	-58	19	1	-3	-2	17	-1	2
CCC(=O)Nc1c(C)cc(C)cc1Cl	-0.1	-29	-16	19	1	-12	-1	20	0	3
Cc1cc(SCc2ccc([N+](=O)[O-])cc2)nc(=O)[nH]1	0.1	-24	7	69*	4	34	-8	10	-1	-8
CC(C)(C)c1cc(NS(=O)(=O)c2ccc(Br)s2)no1	-0.5	9	1	-12	-2	-2	2	36	2	4
Cc1ccc(NC(=O)CCC(=O)NNC(=O)NC23CC4CC(CC(C4)C2)C3)cc1C	0.3	13	-2	-6	-1	-7	-3	10	0	0
O=C(c1ccccc1NS(=O)(=O)c1ccc(Br)cc1)N1CCOCC1	-0.5	-30	-2	4	.	-3	-3	-3	-4	7
Cc1ccc2c(cnn2C(=O)CCC(=O)NCc2cccc(Cl)c2)c1	0.1	-20	-6	-15	-1	-3	1	26	-1	2
O=C(CN(Cc1ccccc1Cl)C(=O)c1ccc(CN2CCOCC2)o1)NCC1CCCO1 (stereo unspecified)	0.0	-41	8	-1	-1	2	-2	25	-1	-3
CCN(CC(=O)Nc1cc(Cl)ccc1C)C(=O)c1ccc2c(c1)NC(=O)C(C)S2 (stereo unspecified)	0.3	.	6	9	-1	15	4	18	.	.
O=[N+]([O-])c1cnc(Nc2ccc(Cl)cn2)c([N+](=O)[O-])c1	2.5	-23	-129	-12	3	-4	1	20	6	3
CN(C)c1ccc(/C=N/OC(=O)Nc2ccccc2)cc1	-11	-36	-31	?	1	26	1	-57	9	2
Cc1cccc(NC2CCCCC2NS(=O)(=O)c2ccccc2)c1 (stereo unspecified)	-24	11	-4	0	.	0	1	-12	3	-2
C[C@H]1CN=C(Nc2ccccc2)N1CCCC1CCCCC1	0.2	-19	-34	-20	-1	-10	3	18	0	-1
Nc1ccc(S(=O)(=O)Nc2nccc(/C=C/c3ccc([N+](=O)[O-])cc3)n2)cc1	-0.2	-21	-15	7	-3	1	1	18	-2	6
O=C(CCCC(=O)NNC(=O)Nc1ccccc1)NNC(=O)Nc1ccccc1	0.2	-10	9	2	6	-6	0	18	2	3
CC(=O)c1cccc(NC(=O)N2CCCC2C(=O)Nc2ccccc2C)c1 (stereo unspecified)	-0.4	11	-1	-4	-7	-1	2	9	2	0
O=C(O)COc1ccc(/C=N/O)cc1Br	0.9	-33	0	-3	-2	-10	2	12	4	3
Cc1nonc1CN(C)C(=O)CC1C(=O)NCCN1Cc1c(F)cccc1Cl (stereo unspecified)	-0.3	-5	9	2	-4	-3	1	1	-1	2
CN1CCN(C(=O)c2cnn3c(C(F)(F)F)cc(-c4ccc5c(c4)OCO5)nc23)CC1	-0.2	-28	8	-7	-1	-9	2	15	4	-3
O=C(c1c[nH]c2ccc(S(=O)(=O)N3CCOCC3)cc2c1=O)N1CCN(c2ccccn2)CC1	-0.1	-26	3	-6	.	3	2	31	3	-11
COc1cc(S(=O)(=O)NCC2COCCO2)ccc1-n1cnnn1 (stereo unspecified)	-0.7	-13	-2	-9	-2	-4	2	17	-1	-7
Cc1ccccc1N1C(=O)CC(Sc2nnc(-c3ccccc3)o2)C1=O (stereo unspecified)	-0.1	-38	-11	?	0	28	-3	45	3	3
O=C(N/N=C/c1ccc(N2CCOCC2)o1)c1cccc(C(F)(F)F)c1	-0.2	-12	-7	45	-1	25	2	20	1	7
CC1Sc2ccc(S(=O)(=O)CCC(=O)N(C)Cc3ccccc3)cc2NC1=O (stereo unspecified)	-0.1	8	16	-19	-2	-4	-2	.	1	8
CC(=O)c1cccc(NC(=O)C2CC(=O)N(Cc3ccccc3)C2)c1 (stereo unspecified)	-1.4	-7	6	-6	8	3	1	19	-2	-2
COc1ccc(CCNC(=O)c2c(O)c3ccccc3n(C)c2=O)cc1	-0.3	-33	12	18	0	1	0	15	0	-3
Cc1nc2ccc(S(=O)(=O)NC(C(=O)N3CCCCCC3)C(C)C)cc2s1 (stereo unspecified)	.	-2	-30	-22	1	-3	0	-2	0	9

Not a retest: an excerpt of the list.
SMILES	HIF activator	KLF5 inh	aSyn 5UTR inh	HSF1 activator	GSK3A inh	HSF1 inh	GSK3B inh	AI-2 QS mod	HSP90 refold inh	IEC-6 cytotox
O=C(N/N=C/c1ccc(N2CCOCC2)o1)c1cccc(C(F)(F)F)c1	-0.2	-12	-7	45	-1	25	2	20	1	7
CC1Sc2ccc(S(=O)(=O)CCC(=O)N(C)Cc3ccccc3)cc2NC1=O (stereo unspecified)	-0.1	8	16	-19	-2	-4	-2	.	1	8

Continuation:
SMILES	HIF activator	KLF5 inh	aSyn 5UTR inh	HSF1 activator	GSK3A inh	HSF1 inh	GSK3B inh	AI-2 QS mod	HSP90 refold inh	IEC-6 cytotox
Cc1cccc(/C=C2\Sc3ccc(C(=O)NCC4CCCO4)cc3N(C)C2=O)c1 (stereo unspecified)	-0.1	-10	-16	4	0	4	5	-4	1	0
COc1ccc(CCNC(=O)c2nnn(CC(=O)Nc3ccccc3C)c2N)cc1OC	-0.8	-3	23	8	0	-2	-5	29	1	6
COc1ccccc1N1C(=O)C2C(c3ccc(F)cc3)NN(C(=O)c3ccc(C)cc3)C2C1=O (stereo unspecified)	-0.1	-16	-8	-5	-1	0	2	13	4	1
Nc1nc2ccccc2nc1N1CCCC1	0.7	-13	-51	6	-2	-1	4	13	-2	4
COc1ccccc1CCNC(=O)CCn1nc(C)c2c(C)n(-c3ccccc3)nc2c1=O	0.1	11	24	1	0	3	4	25	-2	-3
Cc1[nH]c(=O)[nH]c(=O)c1S(=O)(=O)Nc1cccc(C(F)(F)F)c1	0.2	-27	16	7	-2	5	2	54	-1	0
O=C(NC1CCN(C(=O)Nc2ccc(F)cc2)CC1)c1cccc(F)c1	0.0	-7	-9	-1	-2	-5	.	.	2	1
CC1Cc2cccc3c(O)c(C(=O)c4nn[nH]n4)c(=O)n1c23 (stereo unspecified)	-0.3	-16	24	24	-6	10	-1	20	1	8
CC(C)(C)C(=O)O/N=C1/C(=O)N(c2ccccc2)c2ccccc21	0.1	-26	1	-7	-1	-6	1	3	0	-2
Cc1cnc(C(=O)OCC(=O)Nc2cc(-c3cc(C)c(C)cc3C)nn2-c2ccccc2)cn1	-0.3	.	2	-3	0	-5	0	8	.	.
COc1ccc(Cl)cc1NC(=O)CSc1nc(N2CCOCC2)nc(N2CCOCC2)n1	-0.4	1	20	0	0	4	1	12	-5	4
O=C(NNc1ccc(F)cc1)c1c(F)cccc1Cl	0.1	4	-7	9	0	-7	-1	15	-3	3
CCc1ccccc1NC(=O)CN1CCN(CC(=O)Nc2cc(C)ccc2OC)CC1	-22	12	25	26	-2	-5	2	24	-4	3
COCCCN1C(=O)C(=O)/C(=C(/O)c2ccc(OC(C)C)cc2)C1c1ccncc1 (stereo unspecified)	0.0	-47	-11	9	-3	-2	0	39	-2	-6
Cc1ccc(OCC(=O)Nc2cccc(S(=O)(=O)N3CCOCC3)c2)c([N+](=O)[O-])n1	0.0	-13	16	-8	1	-3	0	46	3	1
Cc1ccccc1NC(=O)Cc1nc(COC(=O)c2ccc(O)cc2O)cs1	-1.4	-20	9	35	0	3	-1	10	1	-9
CCc1cccc(C)c1N1C(=O)CN(Cc2ccccc2)C1=S	0.3	-18	4	6	0	2	0	-1	-2	4
Cc1cccc(N2CN=C3SCC(=O)N3C2)c1	5.2	8	9	16	0	-3	-2	25	0	7
COc1ccc(CN2CCNC(=O)C2CC(=O)N(C)Cc2nc(C)cs2)c(OC)c1 (stereo unspecified)	-0.3	-9	-19	2	-1	-11	2	7	1	-3
Cn1c(=Nc2ccccc2)sc2ccccc21	2.0	-74	-77	7	1	-1	-3	15	2	-2
Cc1ccc(C(=O)N2CCC(n3nccc3NC(=O)c3ccccc3C)CC2)cn1	0.1	-14	-4	-16	1	-6	-1	19	-1	-2
O=C(CCCc1ccccc1)NC1CCSC1=O (stereo unspecified)	0.0	-14	-21	15	-1	0	-1	14	0	-1
CCOc1ccc2nc(SCC(=O)c3ccccc3)sc2c1	.	-51	-100	37	0	22	4	17	4	-2
CN(Cc1ccccc1)C(=O)c1ccccc1-c1ccccc1	-0.2	-14	-9	-5	-1	4	2	7	7	7
